H9c2 TAG inh: reduces triacylglycerol accumulation in H9c2 cells | Nile Red lipid (TAG) fluorescence; cells loaded with 200 µM oleic acid | inhibition, % at 12.5 µM | 230,000 compounds, 0.66% hits | AID 651582;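 active means pattern-corrected inhibition of lipid staining of at least 50% with the nuclear-stain viability signal not falling by more than 50%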;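 further: 0% = DMSO wells and 100% = triacsin C control wells; some results filed as inactive read as strong as hits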
H9c2 TAG inh DAPI viability: also measured in H9c2 TAG inh; calls as there; DAPI nuclei signal change (viability), lower = more cytotoxic, %;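 whole-well DAPI fluorescence read on a plate reader as a viability signal; minus 50 percent equals half of cells still viable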
* = called active by the depositor. These rows are one share of the data, so the mix of outcomes need not match the whole.

item	canonical_smiles	H9c2 TAG inh	H9c2 TAG inh DAPI viability
1	CS(=O)(=O)N(CCc1ccccc1)CC(=O)NCc1ccccn1	-4.0	7.8
2	CCOc1ccccc1-n1c(SCC(=O)NC2CCCC2)nnc1-c1ccoc1C	3.5	-4.1
3	COc1ccc(S(=O)(=O)N2CCN(C(=O)c3cc4c(s3)CCC4)CC2)cc1	-8.4	-8.7
4	O=C(OCn1nnc2ccccc2c1=O)c1ccc2ncsc2c1	-15.4	14.2
5	O=C(NCCc1ccccc1Cl)C1CCC(=O)N(Cc2cccc(C(F)(F)F)c2)C1 (stereo not given)	12.6	-6.1
6	O=C(COC(=O)c1ccccn1)Nc1nc(-c2cccc([N+](=O)[O-])c2)cs1	-2.4	1.2
7	COC(=O)c1c(NC(=O)Cn2cc([N+](=O)[O-])cn2)sc2c1CCC2	1.7	2.9
8	O=C(O)c1cnn2c(-c3ccccc3)ccnc12	9.3	-4.5
9	N#Cc1c(-c2ccccc2)[nH]c(=S)[nH]c1=O	16.2	-12.2
10	Cc1ccc(C)c(SCc2noc(C(=O)NC(C)C)c2C(=O)O)c1	18.6	1.5
11	CC(C)Oc1ccc(N2C(=O)c3ccccc3C2=O)cc1	-16.3	9.8
12	O=C(Cc1cccs1)Nc1ccc([N+](=O)[O-])cc1	-15.3	2.5
13	Cc1nn(-c2ccccc2)c(C)c1/C=C/C(=O)OCC(=O)N(C)C1CCS(=O)(=O)C1 (stereo not given)	-6.4	17.4
14	CCCCCN(C(=O)CCC(=O)OCc1cccc(C(F)(F)F)c1)c1c(N)n(CCCC)c(=O)[nH]c1=O	-22.0	-4.8
15	C=C(C)CSCc1nc2ccccc2[nH]1	-10.8	-6.5
16	CCSc1nnc(NC(=O)CSc2nnc(-c3c[nH]c4ccccc34)n2C)s1	-3.9	3.2
17	Cc1c2c(nc3nnnn13)CCCC2	1.9	0.0
18	Cc1nc2ccccc2n1CCC(=O)Nc1cccc(F)c1	4.1	-14.3
19	Cc1occc1-c1nnc(SCC(=O)NC2CC2)n1C(C)C	-7.4	6.4
20	Cc1cccc(C(=O)Nc2ccc3c(c2)C(=O)N(CC(C)C)C3=O)c1	5.7	35.5
21	C#CCOCCOCCOCCNc1nc(N2CCN(C(=O)CCCCCCCCCCNC(=O)Cn3cc(CCCCCN)nn3)CC2)nc(N2CCN(C(=O)CCCCCCCCCCNC(=O)[C@H](CO)n3cc(CCCSC)nn3)CC2)n1	-25.2	10.9
22	O=C(CSc1nncs1)Nc1ccc(S(=O)(=O)N2CCCC2)cc1	-17.5	6.6
23	COC(=O)c1cnn(-c2ccccc2)c1-n1cccc1C=O	19.6	-24.0
24	CC1CCCN(c2c([N+](=O)[O-])cc(C(=O)O)cc2[N+](=O)[O-])C1 (stereo not given)	12.1	-12.9
25	O=C(CSc1nnc(-c2cccc(Br)c2)o1)N1CCOCC1	2.6	3.4
26	COCCN1C(=O)N[C@@H](CCc2ccccc2)[C@@H](C(=O)OC)[C@H]1C	6.3	-8.3
27	CC(C)Oc1ccc(C(=O)OCC(=O)N2CCCc3ccccc32)cc1	-19.5	-0.2
28	c1ccc(-c2cc3ccccc3nc2N2CCCC2)cc1	-3.4	1.3
29	O=C(OCc1ccc(Br)cc1)c1cccnc1	10.0	-8.2
30	Cc1nc(NC(=O)C(C)(C)C)sc1-c1csc(N)n1	31.3	-1.0

Another view of 3 compounds above:
16) CCSc1nnc(NC(=O)CSc2nnc(-c3c[nH]c4ccccc34)n2C)s1
- H9c2 TAG inh: -3.9
- H9c2 TAG inh DAPI viability: 3.2
17) Cc1c2c(nc3nnnn13)CCCC2
- H9c2 TAG inh: 1.9
- H9c2 TAG inh DAPI viability: 0.0
18) Cc1nc2ccccc2n1CCC(=O)Nc1cccc(F)c1
- H9c2 TAG inh: 4.1
- H9c2 TAG inh DAPI viability: -14.3

Returning to the listing with the four entries that preceded the break.
item	canonical_smiles	H9c2 TAG inh	H9c2 TAG inh DAPI viability
27	CC(C)Oc1ccc(C(=O)OCC(=O)N2CCCc3ccccc32)cc1	-19.5	-0.2
28	c1ccc(-c2cc3ccccc3nc2N2CCCC2)cc1	-3.4	1.3
29	O=C(OCc1ccc(Br)cc1)c1cccnc1	10.0	-8.2
30	Cc1nc(NC(=O)C(C)(C)C)sc1-c1csc(N)n1	31.3	-1.0
31	CCOc1ccc(OCCNC2CCCC2)cc1	-9.7	-8.4
32	CC(C)C(NC(=O)c1c(F)cccc1F)C(=O)NNC(=O)c1ccccc1 (stereo not given)	-4.2	3.7
33	O=C(NCC(=O)N(c1cccnc1)C(C(=O)NC1CCCC1)c1ccco1)c1cccs1 (stereo not given)	1.3	-1.7
34	CC(C)NC(=O)CSc1nccc(-c2cccs2)n1	4.0	4.4
35	O=C(O)CCc1ccc(-c2cccs2)n1CC(=O)Nc1ccccc1C(F)(F)F	7.0	5.0
36	Cc1ccc(C(=O)O)cc1NC(=O)CCc1c(C)noc1C	0.6	-1.8
37	Cc1ccc(/C=N/NC(=O)c2ccc3ccccc3c2)s1	20.9	-15.7
38	COc1ccc(OC)c(Nc2nc(N)c([N+](=O)[O-])c(NCc3ccccc3)n2)c1	36.1	-12.5
39	Cc1cc(N2CCN(c3ccccc3)CC2)n2nnnc2n1	0.4	4.6
40	NC(=S)N/N=C1\CC(n2nnnc2-c2ccccc2Cl)C2COC1O2 (stereo not given)	-8.8	6.0
41	CCOC(=O)CN1NC2(CCCCCCC2)NC1=S	-4.9	9.2
42	O=C(/C=C/c1cccc([N+](=O)[O-])c1)NCc1cccnc1	-20.3	3.7
43	COC(=O)[C@]1(C)CCC[C@@]2(C)C3CC[C@@]4(C)C[C@]3(CCC21)CC(=O)N4 (stereo not given in full)	-13.1	-2.0
44	CCN1CCN(c2ccc(S(=O)(=O)N3CCOCC3)cc2NC(=O)c2ccc(C)c(C)c2)CC1	7.2	8.9
45	CC(C)Oc1ccc(CCC(=O)N/N=C/c2ccncc2)cc1	-2.6	2.1
46	COc1cc([N+](=O)[O-])ccc1NC(=O)CN1CCN(C(=O)c2ccco2)CC1	3.8	0.8
47	C=CC[C@H](CC(=O)NCCO)C(=O)N[C@@H](COC(=O)[C@H](CC=C)CC(=O)OC(C)(C)C)Cc1ccccc1	-4.4	-2.3
48	CCNC(=O)C1CCCN(C(=O)c2ccc(OC)c(OC)c2)CC1 (stereo not given)	-0.3	-6.9
49	O=C(NCCc1c[nH]c2ccccc12)/C(=C/c1ccco1)NC(=O)c1ccco1	-3.0	-8.8
50	O=C(NNC(=O)C1CC(=O)N(Cc2ccccc2)C1)c1ccc(F)cc1 (stereo not given)	-10.1	6.1
51	Cc1ccc(S(=O)(=O)N2CCN(C(=O)CCCOc3cccc(C)c3)CC2)cc1	6.1	1.7
52	CCn1cc(S(=O)(=O)NC2CCCCC2)cn1	9.5	-3.6
53	Cc1ccc(C(=O)NCC(=O)N2CCCC(C(F)(F)F)C2)s1 (stereo not given)	-13.8	8.6
54	CCOC(=O)C1(Cc2ccccc2)CCN(Cc2nccn2CC)CC1	-7.2	2.8
55	CCc1ccc(/C=C2\SC(N3CCOCC3)=NC2=O)cc1	19.7	-13.5
56	Cc1nc2ccccc2n1CC(=O)NC1CCCC1	14.8	4.3
57	CSc1ncc(CN2CCC(C(=O)Nc3cccc(-c4cscn4)c3)CC2)cn1	-3.8	1.8
58	CN1CCN(CC/C=C2/c3ccccc3Sc3ccc(S(=O)(=O)N(C)C)cc32)CC1	1.1	11.9
59	COc1ccc(C(C)=O)cc1COC(=O)[C@H](Cc1ccccc1)NC(=O)c1ccco1	3.6	-2.6
60	CC1CCN(C(=O)c2cc3nc(C4CC4)cc(C(F)(F)F)n3n2)CC1	10.8	-6.2
61	NS(=O)(=O)c1ccc(NC(=O)CN2CCN(Cc3ccccc3)CC2)cc1	12.2	-5.7
62	O=C(CSc1ccc(-c2ccccc2)nn1)c1cccs1	-12.9	4.4
63	COC(=O)c1ccsc1NC(=O)c1cccc(OC)c1	-3.5	7.4
64	Cc1cc(CNCCN(C)C)c(C)n1-c1cc(S(=O)(=O)N2CCOCC2)ccc1N1CCCC1	29.8	10.8
65	Cc1cccc(-n2nc3c(c2NC(=O)CCC2CCCCC2)CS(=O)C3)c1C (stereo not given)	-1.3	-5.5
66	O=C(NC(=S)N1CCCc2ccccc21)c1ccccc1	-4.2	-9.9
67	CC(=O)c1ccc(NC(=O)c2cccc(N3C(=O)c4ccccc4C3=O)c2)cc1	-20.9	5.8
68	C[C@@H]1COC(=O)[C@H](NC(=O)OCC2c3ccccc3-c3ccccc32)C/C=C\C[C@@H](CC(=O)N[C@@H](CO)Cc2ccccc2)C(=O)N1	-21.6	-0.2
69	CCN1C(=O)C2(C(C(=O)c3cc4ccccc4o3)=C(O)C(=O)N2CCCN2CCOCC2)c2ccccc21 (stereo not given)	1.1	4.3
70	COc1ccc(Cl)cc1NC(=O)CCc1ccccc1	-54.5	-10.8
71	CN1CCN(c2nc3c(c(=O)n(C)c(=O)n3C)n2Cc2ccccc2)CC1	8.4	-12.7
72	CCC(Sc1nnc(-c2ccc(C)c(Cl)c2)n1CC)C(=O)Nc1nccs1 (stereo not given)	-1.2	3.9
73	CC(=O)c1cccc(S(=O)(=O)N(C)C2CCN(C)CC2)c1	-5.1	-1.1
74	CC1(C)NC(=O)N(CC(=O)Nc2cc(C(F)(F)F)cc(C(F)(F)F)c2)C1=O	12.6	13.3
75	Cc1ccc(OCCOC(=O)Cn2nc(C)c([N+](=O)[O-])c2C)cc1	7.5	-9.4
76	COc1cc(C(C)=NNC(=O)c2ccncc2)ccc1O	-3.5	-0.1
77	O=C(Nc1cc(S(=O)(=O)N2CCOCC2)ccc1O)c1ccc(S(=O)(=O)N2CCCCC2)cc1	1.8	-4.0
78	O=C(NCc1ccccc1)C1CCN(c2nc(-c3ccccc3)nc3c2CCC3)CC1	42.2	-7.9
79	COC(=O)CC1=C(C(=O)OC)C(c2ccc3c(c2)OCO3)C(C#N)=C(N)O1 (stereo not given)	-4.0	2.2
80	CCOC(=O)c1cccc(NC(=O)CN2C(=O)C3C4C=CC(C4)C3C2=O)c1 (stereo not given)	-2.9	-0.1
81	CCSc1nnc2c(Cl)cc(Cl)cn12	3.2	2.2
82	NCCCC(=O)O	11.7	-1.7
83	OCC[C@@H]1C[C@@H](O)[C@H](O)[C@@]2(Cc3ccccc3CO2)O1	-3.3	3.2
84	COc1ccc(C=C2CCC3C(CCCC34OCCO4)C2=O)cc1 (stereo not given)	4.1	-1.6
85	O=C(/C=C/c1cccc(C(F)(F)F)c1)OCC(=O)N1CCN(c2ccccc2)CC1	9.4	0.1
86	CCN(Cc1ccccc1)C(=O)Cc1ccc(OC)c(S(=O)(=O)N2CCOCC2)c1	9.5	4.1
87	N#C/C(=C(/O)c1ccc(Cl)c([N+](=O)[O-])c1)c1nc2ccccc2[nH]1	-0.7	8.5
88	Cc1ccc(C2CC(c3cccs3)=NN2C(=O)CSc2nc(=O)n3cc(C)ccc3n2)cc1 (stereo not given)	-5.2	-10.0
89	COc1cc(/C=C2\CCC(C)C3=C(c4cc(OC)c(OC)c(OC)c4)C(C#N)=C(N)OC32)cc(OC)c1OC (stereo not given)	0.3	7.6
90	C=CCC1NS(=O)(=O)OC2CCCC12 (stereo not given)	-4.3	5.0

Carrying on:
item	canonical_smiles	H9c2 TAG inh	H9c2 TAG inh DAPI viability
91	CN(C(=O)c1ccccc1C(=O)OCC(=O)NC(=O)NC(C)(C)C)C1CCCCC1	12.2	0.2
92	COC(=O)CCC(=O)Nc1ccc(NC(C)=O)cc1	8.2	-4.7
93	O=C(NCc1ccco1)C1CCC(CNS(=O)(=O)c2cccc3cccnc23)CC1 (stereo not given)	5.4	0.5
94	Cc1cccc(NC(=O)Cn2c(=O)oc3ccccc32)n1	-8.5	-2.5
95	CCCCC1=CC2=C(c3ccco3)C(=O)C(C)(OC(=O)c3ccc(OC)cc3)C(=O)C2=CN1c1ccc(OC)cc1 (stereo not given)	-3.7	3.2
96	COc1ccc(NC(=O)CC(C)CC(=O)NCc2ccc(F)cc2)c(OC)c1 (stereo not given)	-10.7	-2.7
97	COc1ccccc1/C=N/NC(=S)Nc1cccnc1	-3.6	2.3
98	O=C(Nc1ccccc1C(=O)Nc1nnc(C(F)(F)F)s1)c1ccccc1Cl	11.1	1.5
99	C/C(=N\NC(=O)c1ccco1)c1cc(Cl)sc1Cl	-27.5	2.9
100	Cc1c([N+](=O)[O-])cc(S(=O)(=O)Nc2ccncc2)cc1[N+](=O)[O-]	-4.6	5.2
101	O=C(O)c1nn(-c2ccccc2)nc1-c1nn(-c2ccccc2)nc1C(=O)O	2.5	5.4
102	COc1ccc(NC(=O)CSCC(=O)Nc2nnc(CC(C)C)s2)cc1	-0.8	4.7
103	CC(C)NC(=O)N(C)C[C@@H]1Oc2c(NC(=O)C3CCOCC3)cccc2C(=O)N([C@@H](C)CO)C[C@H]1C	-7.5	-1.4
104	O=S(=O)(Nc1ccc(O)c2ccccc12)c1ccc(F)cc1	-4.1	-2.4
105	CN(CC(=O)Nc1ccc2c(c1)OCO2)S(=O)(=O)c1ccc2c(c1)CCC(=O)N2	-4.0	1.0
106	COc1ccc(C(=O)NN2C(=S)N(c3ccc(OC)cc3)C(=O)C2CC(N)=O)cc1 (stereo not given)	-1.5	4.0
107	COc1ccc(-c2oc3cccnc3c2C#CC2(O)CCCCC2)cc1	-13.5	68.1
108	O=C(c1ccc(Cl)cc1)N1CCN(c2ccc([N+](=O)[O-])c(NCc3cccnc3)c2)CC1	1.8	-3.7
109	CN(C)NC(=S)Nc1ccc2nc(-c3ccccn3)c(-c3ccccn3)nc2c1	4.5	3.1

Screens deposited in PubChem by Sanford-Burnham Center for Chemical Genomics.
